Assay outcomes deposited in PubChem BioAssay by National Center for Advancing Translational Sciences (NCATS).
POLI inh = blocks human DNA polymerase iota activity | Q9UNA4 | Pol iota fluorescent replication assay, 10 min | Potency, µM (doses to about 115 µM), for inactives: at the highest dose activity, negative = inhibition, actives largely listed as inhibitors | actives 1% (n = 390,000)
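Pol iota at 10 nM preincubated 15 min with compounds at room temperature; reaction started with fluorescent substrate, 50 nM final. Fluorescence read kinetically at 0 and 10 min; buffer-only wells as negative control.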
GLS inh = inhibitors of human glutaminase (GLS). GLS enzymatic activity, qHTS titration. Potency, µM (top dose mostly 45.5 µM), without a hit: at the top dose activity change, negative = inhibition, usual class: inhibitors. actives 0.21% (n = 410,000). AID 624170; further: on the % scale 0 is the no-effect control and ±100 the full control effect
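hKGA in 45 mM KH2PO4 (pH 8.2), 0.02% Tween-20 with compound, then 1mM L-Glutamine (stock as added) plus glutamate oxidase/HRP/Amplex red coupling mix. Fluorescence read initially and after 30 min at RT; signal change reflects glutamate formation.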
BLM inh = blocks DNA unwinding by human BLM helicase; actives 0.2% (n = 350,000); Potency, µM (top dose mostly 56.1 µM), without a hit: at the top dose activity change, negative = inhibition, hits mostly inhibitors; AID 2528; P54132; recombinant BLM DNA unwinding, fluorescence dequenching;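 further: plate controls were vehicle for no effect and no enzyme for full effect; nearly all actives have a fitted effect of over 35% in size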
HP1b chromo inh = HP1-beta chromodomain-methylated histone interaction inhibition; P83916; AlphaScreen HP1-beta / biotin-H3K9me3 peptide binding; Potency, µM (top dose mostly 114 µM), without a hit: top-dose activity change, negative = inhibition, hits mostly inhibitors; actives 0.56% (n = 390,000); AID 540317; further: nearly all actives have a fitted effect of over 70% in size; inactives centre near 23
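Compound inhibition of the preformed complex between 50 nM HP1-beta and 50 nM biotinylated H3K9me3 peptide was read by AlphaScreen. Buffer was PBS pH 7.4 with 0.01% Tween-20. Incubations ran 30 min at room temperature, with 10 ug/mL donor/acceptor beads.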
G9a inh = G9a (human) methyltransferase inhibition. Q96KQ7. G9a H3K9 monomethylation, AlphaScreen, 2 h. Potency, µM (highest dose often 102 µM), inactives show at the highest dose activity, negative = inhibition, actives largely listed as inhibitors. actives 8.8% (n = 350,000). AID 504332; further: on the % scale 0 is the no-effect control and ±100 the full control effect; nearly all actives have a fitted effect of over 75% in size
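Readings reflect AlphaScreen signal from monomethyl-H3K9 antibody detection. HMT at 20 nM; substrate b-H3K9 500 nM; cofactor SAM 20 uM; 2 h RT reaction; compounds tested as titrations in qHTS with 15 min preincubation.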
BAZ2B block = blocks human BAZ2B; Q9UIF8; AID 504333; Potency, µM (doses to about 114 µM), inactives show at the top dose activity change, negative = inhibition, most hits filed as inhibitors; actives 4.4% (n = 360,000); AlphaScreen BAZ2B-H3K14Ac peptide displacement; further: on the % scale 0 is the no-effect control and ±100 the full control effect; nearly all actives have a fitted effect of over 60% in size
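AlphaScreen displacement of biotin-H3(5-23)K14Ac peptide (50 nM final) from BAZ2B (50 nM final) in PBS pH 7.4, 0.01% Tween-20; complex preformed 30 min RT, then compounds (top 110 uM) 30 min RT, beads 20 min dark.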
JMJD2A Tudor inh = JMJD2A Tudor domain (human) inhibition | O75164 | AlphaScreen JMJD2A-Tudor / H3K4me3 peptide binding | Potency, µM (titrated, usually from 114 µM), inactives show top-dose activity change, negative = inhibition, most hits filed as inhibitors | actives 4.4% (n = 390,000); further: on the % scale 0 is the no-effect control and ±100 the full control effect; nearly all actives have a fitted effect of over 50% in size
PGK inhibitor = T. brucei PGK inhibition; P07378; PGK/GAPDH coupled, Kinase-Glo luminescence, 60 min; Potency, µM (top dose mostly 57.5 µM), without a hit: top-dose activity change, negative = inhibition, most hits filed as inhibitors; actives 0.043% (n = 380,000); further: on the % scale 0 is the no-effect control and ±100 the full control effect; nearly all actives have a fitted effect of over 60% in size
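Luminescent ATP detection (Kinase-Glo Plus) follows a 60-minute room-temperature incubation, with wells lacking PGK as controls. Buffer: 100 mM TEA (pH 7.6), 5 mM MgCl2, 0.01% Tween-20. Coupling enzyme GAPDH (100 nM final) supplies unstable 1,3-BPG in-well.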
Pin1 inh = inhibitors of human Pin1; Q13526; Pin1 FP peptide displacement, HiFluor488, 10 min; Potency, µM (titrated, usually from 115 µM), for inactives: at the highest dose activity, negative = inhibition, most hits filed as inhibitors; actives 0.009% (n = 390,000); active means well fitted inhibition curve with a large enough effect in the polarisation, with a control signal flat, not every such curve was filed as active; inconclusive means small, poorly fitted or top-dose-only effect, or effect the other way, or a change in a side signal; inactive means no such curve, though single readings can be large or run the other way; the % refers to the polarisation; further: on the % scale 0 is the no-effect control and ±100 the full control effect
* = called active by the depositor; i = inactive; ? = inconclusive; . = not tested or not shown; [ ] = another dose, or the depositor's remark. Unless noted, the call rests on the fitted dose curve; in most records, active means well fitted curve in the direction sought with a large enough effect; inconclusive means small, poorly fitted or top-dose-only effect, or another doubt; inactive means no such curve, though single readings can be large; an effect the other way counts as inactive or inconclusive. Potency means the concentration at half of the fitted maximal effect. Not all compounds are listed. The share of hits here may be higher or lower than overall.

POLI inh,GLS inh,BLM inh,HP1b chromo inh,G9a inh,BAZ2B block,JMJD2A Tudor inh,PGK inhibitor,Pin1 inh,Compound
148%[activator],-9%,3%,50%[activator],35µM*,-1%,8%,-8%,-1%,O=C(NNC(=O)c1cccnc1SCc1cccc([N+](=O)[O-])c1)c1cccnc1
12%,1%,.,22%,.,.,?,8%,-2%,CCOC(=O)C(=O)NC1CC=CCC1c1ccc2c(c1)OCO2 (centres undefined)
-18%,7%,0%,24%,-38%,?,-17%,-2%,-5%,CCOc1ccccc1-n1nnnc1SCC(=O)NCc1ccco1
4%,19%,3%,15%,?,-25%,-16%,5%,-8%,CCN(CC)CCCOC(=O)C(c1ccccc1)c1ccccc1
42%[activator],3%,.,38%,.,.,-16%,-9%,9%,C[C@@]12C(=O)N(c3ccc(Cl)cc3)C(=O)N1[C@@H]1c3ccccc3OC[C@@H]1[C@H]2c1ccccc1
11%,2%,0%,-5%,12%,-12%,-17%,-1%,0%,C/C(CC(=O)Nc1ccc(Cl)cc1C(F)(F)F)=N\NC(N)=S
21%,-14%,0%,12%,-1%[2.33 µM],0%,-1%,i,0%,O=C1C2C3CCC(CC3)C2C(=O)N1c1ccccc1 (centres undefined)
9%,-6%,-1%,25%,-21%,?,-7%,-3%,3%,O=C(COC(=O)c1cc[n+]([O-])cc1)Nc1ccc(Cl)cc1[N+](=O)[O-]
-2%,8%,-7%,32%,-12%[59 µM],?,-19%,i,16%,CCOC(=O)CC1c2cc(OCC)c(OCC)cc2CCN1C(=O)Nc1cccc(Cl)c1 (centres undefined)
-7%,-1%,-2%,30%,?,?,-10%[11.4 µM],-4%,-10%,O=S(=O)(Nc1ccc(-c2cn3ccccc3n2)cc1)c1ccccc1
11%,6%,-17%,1%,-15%[59 µM],8%,-32%,-7%,?,CCCCOc1ccc(CNC(=S)N/N=C/c2ccc(OC)c(OC)c2)cc1
6%,2%,1%,58%[activator],-28%[59 µM],0%,-25%,6%,-1%,O=C(C1CCC(C(=O)N2CCCCC2)CC1)N1CCCCC1 (centres undefined)
17%,19%,-1%,14%,-7%[59 µM],-7%,-25%,0%,-4%,O=C(N[C@@H](Cc1ccc(O)cc1)C(=O)O)c1cccnc1
24%,0%,-5%,43%[activator],4%[59 µM],-14%,3%,-4%,9%,Cc1ccc(NC(=O)CN2C(=O)COc3ccc(S(=O)(=O)N4CCCCC4)cc32)cc1Cl
-13%,-4%,-2%,25%,14%,3%,-13%,-7%,4%,C/C(=N\NC(=O)c1ccc(Br)cc1)c1ccccc1
73%[activator],7%,1%,18%[57 µM],-22%,-25%,-21%,-4%,0%,CC(=O)NCCC(=O)N1CCCC(C(=O)c2ccc3c4c(cccc24)CC3)C1 (centres undefined)
?,0%,1%,8%,45µM*,1%,?,-1%,.,CSCC(=O)N1CCC(n2nccc2NC(=O)c2ccc3c(c2)OCO3)CC1
-47%,-21%,-7%,12%,?,-32%,-22%,-8%,?,COc1ccc(C(=O)N2CCn3c(C)ccc3C2C)cc1 (centres undefined)
-5%,-6%,0%,39%,-12%,.,-4%,1%,5%,O=C(NCCc1ccccn1)c1ccc(NS(=O)(=O)c2ccc(F)cc2)cc1
13%,1%,-1%,17%,.,3%,-22%,-6%,2%,CCC(CC)CN1C(Nc2ccccc2)=NC[C@@H]1CC(C)C
12%,5%,-13%,-9%,41%[59 µM],32%[activator],15%,3%,20%,COc1ccc(CCNC(=O)c2cc(-c3ccc(Cl)c(Cl)c3)oc2C)cc1
0%,-12%,5%,35%[activator],19%[59 µM],4%,-7%,-14%,0%,O=C(C1CCCCC1)N1CCC(n2nnc3ccccc32)CC1
4%,4%,5%,41%[activator],.,17%,-11%,-2%,-4%,COc1ccc(CNC(=O)c2cc(-c3cc(C)ccc3O)n[nH]2)cc1
?,7%,1%,10%,?,-24%,-32%,19%,-8%,CCn1nc(-c2ccccc2)c(-c2ccccc2)c(C(=O)Nc2nc(C)c(C(C)=O)s2)c1=O
53%[activator],4%,-3%,32%,-20%,-24%,-13%,4%,0%,COc1ccc(-n2cc(C#N)c(=O)[nH]c2=O)cc1
-1%,3%,-4%,12%,?,2%,-11%,.,?,O=c1oc2ccc3ccccc3c2cc1-c1nnc(Nc2cccc(C(F)(F)F)c2)s1
169%[activator],-18%,2%,27%,-1%[59 µM],-7%,-2%,1%,1%,CNC(=O)CC(C(=O)O)c1ccc(OCC(C)C)cc1 (centres undefined)
5%,1%,-1%,21%,.,0%,-10%,-6%,2%,C=CCN1C(=O)C(C)NC1=S (centres undefined)
28%,8%,-2%,38%[activator],9%,-2%[57.1 µM],-6%,-8%,-1%,COc1ccccc1N1CCN(S(=O)(=O)c2cn(C)cn2)CC1
-19%,-1%,-5%,-10%,26%,-7%,-23%,-3%,1%,COc1cccc(C(=O)Oc2ccc(/C=N/NC(=O)c3ccncc3)cc2OC)c1

Whole records as entered above. Screens in order: POLI inh | GLS inh | BLM inh | HP1b chromo inh | G9a inh | BAZ2B block | JMJD2A Tudor inh | PGK inhibitor | Pin1 inh
COc1ccc(-n2cc(C#N)c(=O)[nH]c2=O)cc1 is listed with 53%[activator] | 4% | -3% | 32% | -20% | -24% | -13% | 4% | 0%
C=CCN1C(=O)C(C)NC1=S (centres undefined) is listed with 5% | 1% | -1% | 21% | . | 0% | -10% | -6% | 2%
COc1ccc(CNC(=O)c2cc(-c3cc(C)ccc3O)n[nH]2)cc1 is listed with 4% | 4% | 5% | 41%[activator] | . | 17% | -11% | -2% | -4%

The results go on:
POLI inh,GLS inh,BLM inh,HP1b chromo inh,G9a inh,BAZ2B block,JMJD2A Tudor inh,PGK inhibitor,Pin1 inh,Compound
-14%,-7%,30%[activator],8%,?,-34%,-23%,-7%,-5%,CCc1ccc(NS(=O)(=O)c2ccc3[nH]cc(C(=O)NCC4CCCO4)c(=O)c3c2)cc1 (centres undefined)
8%,10%,1%,4%,19%,1%,?,5%,3%,O=C(Nc1nnc(-c2cccs2)o1)c1cccc(C(F)(F)F)c1
13%,-1%,-5%,28%,13%[59 µM],9%,-14%,-10%,4%,Cc1ccc(S(=O)(=O)N2CCN(C(C(=O)Nc3ccc(F)cc3)c3ccccc3)CC2)cc1 (centres undefined)
15%,0%,-1%,23%,-34%[59 µM],-11%,-14%,0%,-4%,Cc1oc(-c2ccccc2F)nc1CN1CCC(C(=O)NCCc2ccc(Cl)cc2)CC1
-16%,2%,.,33%,-43%,-4%,-11%,-3%,5%,CCOc1ccc(S(=O)(=O)N2CCN(C(=O)Cc3n[nH]c(=O)c4ccccc34)CC2)cc1
-19%,5%,-6%,?,.,18µM*,?,-6%,-13%,COc1ccccc1N1CCN(/N=C/c2ccc(Cl)c([N+](=O)[O-])c2)CC1
10%,-2%,-3%,-2%,9%,11%,-6%,-1%,3%,CCOC(=O)C1CCCN(Cc2nc(CC3CC3)no2)C1 (centres undefined)
100%[activator],3%,-1%,21%,45µM*,50µM*,-35%,0%,5%,COc1ccc(OC)c(/C=N/Nc2nc(C)cc(=O)[nH]2)c1
17%,-11%,-8%,6%,?,-29%,-25%,-7%,-2%,CCc1ccc(NC(=O)CSc2nc3ccccc3c(=O)n2CCCC(=O)NCCCN2CCOCC2)cc1
25%,-9%,.,8%[57 µM],.,.,-6%,-10%,-13%,O=c1[nH]n(-c2ccccc2)c(=O)cc1Cl
43%[activator],-4%,-7%,-4%,?,-25%,-23%,-1%,-2%,COc1ccccc1NC(=O)c1c([N+](=O)[O-])c(C(C)(C)C)nn1C
40%[activator],0%,-3%,-31%,-5%,10%,1.4µM*,i,-8%,CN(C)CCCNC(=O)c1ccc(/C=N/O)nc1
17%,-5%,1%,38%,14%[59 µM],-2%,2%,2%,-5%,Cc1[nH]c(=O)c(C#N)cc1-c1ccccc1
28%,3%,-3%,5%,?,?,50µM*,-8%,-9%,CCCCCCCN1N=C(C)C(C(=O)c2ccccc2)C1=O (centres undefined)
-14%,-1%,.,30%,.,.,-8%,-3%,-4%,CCOC(=O)c1cc2c(c(CCO)n1)[C@@H](CCO)N(S(=O)(=O)C(C)(C)C)C2
11%,-8%,-2%,41%[activator],15%[59 µM],11%,-6%,-9%,7%,CCOC(=O)c1cnc2c(C)cc(C)cc2c1NCCc1ccc(OC)c(OC)c1
17%,3%,.,26%,-30%[2.33 µM],4%,-11%,-10%,6%,Cc1ccc(C)c(C(=O)COC(=O)c2nn(C)c(=O)c3ccccc23)c1
-26%,4%,-16%,21%,-10%[59 µM],-11%,-28%,-12%,?,CC(C)C[C@H](NC(=O)c1nc[nH]c1C(=O)NCCCCCNC(=O)OC(C)(C)C)C(=O)OCc1ccccc1
8%,1%,-1%,35%,-12%[59 µM],4%,-14%,i,-6%,CCOc1ccc(CCNC(=O)CN(C)S(=O)(=O)c2cccc3nsnc23)cc1OCC
69%[activator],1%,-4%,?,3%,-12%,-20%[11.4 µM],i,?,CCCc1cc(=O)[nH]c(SCC(=O)c2c[nH]c3ccccc23)n1
5%,-8%,2%,20%,?,-8%,-28%,i,4%,CSc1ccc(-c2nc(CSCC(=O)N3CCOCC3)c(C)o2)cc1
9%,1%,-2%,27%,2%,3%,-5%,i,-6%,CCOc1ccc(C(C)NC(=O)CCC(=O)O)cc1 (centres undefined)
1%,49%[activator],3%,18%,12%[59 µM],3%,-24%,-2%,-5%,Cc1c(NC(=O)c2cnn3c2NC(c2ccc(Br)cc2)CC3C(F)(F)F)c(=O)n(-c2ccccc2)n1C (centres undefined)
-1%,4%,0%,21%,3%[59 µM],10%,-5%,.,-2%,CC(C)(C)SCCNC(=O)c1ccc(NS(C)(=O)=O)cc1
30%[activator],6%,-12%,1%,7.1µM*,11%,-20%,-5%,5%,CC/C(=N/Nc1ccccc1)c1cnnc(-c2ccccc2)n1
-8%,-2%,-1%,18%,8%[12.7 µM],9%,-9%,2%,-1%,CS(=O)(=O)Nc1ccc(C(=O)NCc2cccnc2)cc1
